# Compound activity from PubChem BioAssay.
# MEP2-GFP yeast = modulators of MEP2-GFP levels in yeast, primary screen, S. cerevisiae, multiplex flow cytometry, MLPCN library. GFP response vs DMSO, % at 10 µM. 0.51% of 330,000 active. S. cerevisiae MEP2-GFP strain, 3 h; 100% = DMSO control level;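 active = GFP response versus DMSO above a set limit, roughly screen mean plus 3 SD, cut at about 180% in these data; inconclusive = fewer than 70 cells counted for a yeast strain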;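 note: median GFP fluorescence of the barcode-gated MEP2-GFP cells per well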
# GRK2 aptamer HTS = compounds blocking aptamer binding on GRK2 – biochemical, human GRK2, bead flow cytometry, HTS, primary screen | FAM-aptamer displacement from GRK2 | inhibition of aptamer binding, % at 10 µM | 0.59% of 330,000 active | AID 488847, 2010;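 active = inhibition of aptamer binding above 40%, roughly 3 SD of noise, on plates passing a quality check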;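 note: median bead fluorescence of bound FAM aptamer so fluorescent compounds give negative values; no value below 0 was filed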
# Target sequence (P25098 whole entry, looked up): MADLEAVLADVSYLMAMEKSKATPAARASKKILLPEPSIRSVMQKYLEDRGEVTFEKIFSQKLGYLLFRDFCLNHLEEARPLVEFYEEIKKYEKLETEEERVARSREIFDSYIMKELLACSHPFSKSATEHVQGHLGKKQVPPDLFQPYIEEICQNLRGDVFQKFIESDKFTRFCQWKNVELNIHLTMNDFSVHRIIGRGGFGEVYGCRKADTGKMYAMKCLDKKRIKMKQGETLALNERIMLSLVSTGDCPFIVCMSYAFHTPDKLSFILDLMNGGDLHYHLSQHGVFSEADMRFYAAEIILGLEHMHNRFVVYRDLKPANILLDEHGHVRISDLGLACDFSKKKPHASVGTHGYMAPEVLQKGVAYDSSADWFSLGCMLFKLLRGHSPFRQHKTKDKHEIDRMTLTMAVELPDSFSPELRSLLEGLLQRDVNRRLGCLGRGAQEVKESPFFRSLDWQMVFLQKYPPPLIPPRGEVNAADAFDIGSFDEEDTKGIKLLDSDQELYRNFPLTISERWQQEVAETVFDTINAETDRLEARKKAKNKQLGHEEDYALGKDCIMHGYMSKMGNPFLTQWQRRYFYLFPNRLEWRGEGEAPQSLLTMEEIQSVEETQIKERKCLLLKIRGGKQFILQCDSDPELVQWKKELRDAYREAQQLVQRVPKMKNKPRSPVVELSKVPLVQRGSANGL
# CIT2-GFP yeast = modulators of CIT2-GFP expression in yeast, primary screen, S. cerevisiae, GFP fusion, multiplex flow cytometry, MLPCN library. GFP response vs DMSO, % at 10 µM. 0.065% of 320,000 active. S. cerevisiae CIT2-GFP strain, 3 h; 100 means same as DMSO wells. AID 2029, 2009;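 active = GFP response relative to DMSO above a set limit, near the screen mean plus 3 SD, cut at about 150% in these data; inconclusive = Fewer than 70 cells measured for a yeast strain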;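 note: ratio of well median GFP fluorescence to mean of DMSO wells on the plate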
# RPL19A TOR yeast = RPL19A-GFP expression modulators in yeast, primary screen, cell-based, S. cerevisiae, multiplex flow cytometry, MLPCN; 0.3% of 330,000 active; S. cerevisiae RPL19A-GFP strain, 3 h; active compounds read low; percent response vs DMSO, % at 10 µM; AID 2025, 2009;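 active = percent response vs DMSO below 50%; inconclusive = fewer than 70 events counted for the yeast strain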;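 note: median channel GFP fluorescence of the barcoded RPL19A-GFP strain; ratio of sample median GFP to plate DMSO average so 100% = DMSO; lower means less RPL19A-GFP as with rapamycin TOR inhibition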
# CR mimetic SO = reduction of superoxide in aged yeast, primary screen, HTS | superoxide response (% of plate mean), % at 10 µM | 0.18% of 330,000 active | AID 2690, 2010 | S. cerevisiae aged cells, superoxide DHE fluorescence; active compounds read low;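 active = superoxide response under a set limit, about three screen SD below normal, cut at about 65% in these data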;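 note: yeast aged for seven days with compound at 30 °C before DHE staining; 100% = average MFI of all compound-treated wells on the plate with controls excluded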
# VLA-4 inh = inhibition in human VLA-4 binding assay, primary screen, VLA-4 allosteric modulator project, MLPCN library, flow cytometry, VLA-4 expressing cells. Integrin alpha-4 (Homo sapiens), P13612. inhibition, % (about 7 µM as worked out from the volumes in the protocol). AID 2557, 2010. 0.2% of 330,000 active. ligand binding flow cytometry; in the data active = inhibition above about 50%
# AGP1 TOR yeast = modulators of AGP1-GFP expression in yeast TOR pathway, primary screen, cell-based, multiplex flow cytometry, S. cerevisiae, MLPCN library. GFP response vs DMSO, % at 10 µM. AID 2066, 2009. 0.02% of 320,000 active. 3 h; GFP as percent of DMSO wells;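 active = GFP response relative to DMSO above a set limit, near screen average plus 3 SD, cut at about 150% in these data; inconclusive = fewer than 70 cells counted for the yeast strain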;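 note: median GFP channel fluorescence of the gated AGP1 strain per well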
# LAP4-GFP MLPCN = modulators of LAP4-GFP expression in yeast, primary screen, S. cerevisiae, multiplex flow cytometry, MLPCN library. 3 h; median GFP as percent of DMSO wells. GFP response vs DMSO, % at 10 µM. 0.34% of 320,000 active. AID 2023, 2009;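 active = GFP response vs DMSO above a set limit, about the screen mean plus 3 SD, cut at about 150% in these data; inconclusive = under 70 cell events counted for the yeast strain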
# Numbers without * were called inactive; ? = inconclusive; / = not tested or not shown; & = joins results of further samples.
# Start of the data: the first eleven compounds as a preview:
SMILES,MEP2-GFP yeast,GRK2 aptamer HTS,CIT2-GFP yeast,RPL19A TOR yeast,CR mimetic SO,VLA-4 inh,AGP1 TOR yeast,LAP4-GFP MLPCN
CN(C)C(=O)CN1C(=O)c2cccc3cccc1c23,103.1,1.0,85.0,97.3,97.7,5.2,83.1,95.6
COc1cc(/C=C2/C(=O)N=C(N)N2C)cc(OC)c1OC,104.8,2.0,106.1,98.7,114.2,-15.0,108.0,98.0
Cc1c(NC(=S)NC(=O)c2cccc(Cl)c2)c(=O)n(-c2ccccc2)n1C,97.8,1.0,93.8,95.8,97.5,1.4,90.7,78.4
O=C(Cn1cncc1-c1ccc([N+](=O)[O-])cc1)Nc1ccccc1F,112.5,3.0,108.7,111.8,104.6,14.4,108.1,104.3
Cc1ccc(NC(=O)Nc2ccc3oc(C)nc3c2)cc1,90.0,0.0,90.0,95.1,97.8,4.2,94.2,96.4
CN(C)S(=O)(=O)c1ccc(NC(=O)c2ccc([N+](=O)[O-])cc2)cc1,102.0,4.0,92.5,97.4,123.1,/,99.7,105.6
Cc1ccc(C)c(CN2CCCNC2=O)c1,102.3,0.0,106.7,/,99.8,2.8,104.5,98.8
CCOC(=O)C1(C)NC(c2cccs2)C2C(=O)N(c3ccccc3)C(=O)C21 (stereo not drawn),101.0,2.0,102.2,99.5,92.8,13.1,103.5,103.4
CN(N=Nc1cccc([N+](=O)[O-])c1)c1cccc([N+](=O)[O-])c1,96.7,0.0,98.0,107.4,95.2,5.9,100.5,89.9
COc1ccccc1CNC(=O)CSc1ccc(-c2cccs2)nn1,101.6,0.0,101.1,99.5,80.2,-0.7,106.2,102.3
O=C(CN1CCN(S(=O)(=O)c2ccc(F)cc2)CC1)Nc1ccc(F)cc1F,88.8,2.0,93.7,93.7,97.3,25.3,91.1,94.6

# This part in full, previewed entries included:
SMILES,MEP2-GFP yeast,GRK2 aptamer HTS,CIT2-GFP yeast,RPL19A TOR yeast,CR mimetic SO,VLA-4 inh,AGP1 TOR yeast,LAP4-GFP MLPCN
CN(C)C(=O)CN1C(=O)c2cccc3cccc1c23,103.1,1.0,85.0,97.3,97.7,5.2,83.1,95.6
COc1cc(/C=C2/C(=O)N=C(N)N2C)cc(OC)c1OC,104.8,2.0,106.1,98.7,114.2,-15.0,108.0,98.0
Cc1c(NC(=S)NC(=O)c2cccc(Cl)c2)c(=O)n(-c2ccccc2)n1C,97.8,1.0,93.8,95.8,97.5,1.4,90.7,78.4
O=C(Cn1cncc1-c1ccc([N+](=O)[O-])cc1)Nc1ccccc1F,112.5,3.0,108.7,111.8,104.6,14.4,108.1,104.3
Cc1ccc(NC(=O)Nc2ccc3oc(C)nc3c2)cc1,90.0,0.0,90.0,95.1,97.8,4.2,94.2,96.4
CN(C)S(=O)(=O)c1ccc(NC(=O)c2ccc([N+](=O)[O-])cc2)cc1,102.0,4.0,92.5,97.4,123.1,/,99.7,105.6
Cc1ccc(C)c(CN2CCCNC2=O)c1,102.3,0.0,106.7,/,99.8,2.8,104.5,98.8
CCOC(=O)C1(C)NC(c2cccs2)C2C(=O)N(c3ccccc3)C(=O)C21 (stereo not drawn),101.0,2.0,102.2,99.5,92.8,13.1,103.5,103.4
CN(N=Nc1cccc([N+](=O)[O-])c1)c1cccc([N+](=O)[O-])c1,96.7,0.0,98.0,107.4,95.2,5.9,100.5,89.9
COc1ccccc1CNC(=O)CSc1ccc(-c2cccs2)nn1,101.6,0.0,101.1,99.5,80.2,-0.7,106.2,102.3
O=C(CN1CCN(S(=O)(=O)c2ccc(F)cc2)CC1)Nc1ccc(F)cc1F,88.8,2.0,93.7,93.7,97.3,25.3,91.1,94.6
O=C(CCc1nc(-c2ccccc2F)no1)NC1CCCCC1,96.6,0.0,93.7,94.6,119.0,23.8,95.0,98.2
Cn1c(S(=O)(=O)c2ccc([N+](=O)[O-])cc2)nc(Br)c1Br,90.7,0.0,100.6,97.8,107.8,9.2,110.3,122.7
CCOC(=O)c1c(N2C(=O)CC(Sc3ccccc3C(=O)O)C2=O)sc2c1CCCC2 (stereo not drawn),96.1,2.0,88.2,97.0,95.4,9.1,105.7,128.2
COc1ccc(CNC(=O)C(Cc2ccccc2)n2cccc2)cc1 (stereo not drawn),102.3,0.0,85.4,96.3,89.9,6.0,93.2,105.4
CCN1CCN(CCn2c(=S)[nH]c3cc4c(cc3c2=O)OCO4)CC1,102.7,0.0,101.6,98.6,106.2,-11.5,101.7,90.1
COc1cccc(-c2csc3nc[nH]c(=O)c23)c1,97.5,0.0,/,96.2,88.1,-5.8,95.3,92.0
CCOc1cc(C(=O)NCC2CCCO2)cc(OCC)c1OCC (stereo not drawn),103.2,6.0,104.2,101.4,89.7,-1.6,97.0,93.4
COc1ccc(Cn2c(C)c(C)c(C#N)c2NC(=O)Nc2ccc(Cl)cc2)cc1,108.3,0.0,98.8,94.3,97.9,-9.0,97.1,93.1
O=C(Nc1ccc(N2CCOCC2)cc1)NC1CCCCC1,98.2,0.0,95.4,97.8,93.5,9.4,96.7,101.3
COC(=O)c1ccc(NC(=O)C(=O)NCC2CCCO2)cc1 (stereo not drawn),107.5,1.0,107.4,103.8,110.1,-6.3,98.4,93.0
S=C(N/N=C/c1ccc2c(c1)OCO2)NC1CC2CCC1C2 (stereo not drawn),93.5,0.0,83.2,91.9,97.5,4.0,97.1,105.2
COc1ccc(Cl)cc1C(=O)N1CCN(Cc2ccc3c(c2)OCO3)CC1,109.2,1.0,94.7,106.0,92.4,-2.8,98.4,97.3
COc1cc(-c2nnc3n2CCCCC3)cc(OC)c1OC,98.4,1.0,98.5,103.3,103.0,11.8,95.9,94.2
Cc1ccc(S(=O)(=O)CCC(=O)Nc2nnc(-c3ccco3)o2)cc1,100.7,3.0,86.8,103.1,98.7,1.2,112.8,106.5
O=C(O)c1ccc(Cn2c(=S)[nH]c3cc(Cl)ccc3c2=O)cc1,107.0,0.0,98.1,97.2,133.1,10.9,102.5,102.2
O=C(C[n+]1cn(C(F)F)c2ccccc21)c1ccc(OC(F)F)cc1,?,1.0,93.6,93.1,116.6,11.8,88.0,81.2
CC(C(=O)O)c1ccc(-c2ccccc2)c(F)c1 (stereo not drawn),99.0&98.6,0.0&1.0,86.1&72.4,103.1&103.1,146.6&88.4,29.7&4.2,97.5&83.9,106.3&117.9
CN(Cc1nc(Cc2cccc(C(F)(F)F)c2)no1)C1CC(C)(C)NC(C)(C)C1,96.8,0.0,101.6,95.2,103.8,-7.1,91.0,96.8
COc1ccc(C(=O)NCCc2nnc3ccc(SCC(=O)Nc4cc(C)on4)nn23)cc1,107.5,0.0,94.9,97.9,107.4,16.1,99.7,111.3
Cc1cccc2cc(CN(C(=O)c3cccs3)c3ccccc3)c(=O)[nH]c12,94.2,0.0,102.1,103.8,81.0,5.9,101.6,93.0
Cc1ccc(C(=O)NC2CCCC(C)C2C)cc1S(=O)(=O)N1CCCCC1 (stereo not drawn),107.9,2.0,96.7,97.4,98.4,0.4,101.8,105.9
Cc1ccc(S(=O)(=O)N2CCOCC2)cc1C(=O)OCC(=O)NCCc1ccc(F)cc1,98.8,5.0,100.4,99.0,97.5,0.6,99.5,97.6
CC1(C)CC(/C=C/c2ccccc2)=Nc2ccccc2N1,96.4,0.0,90.8,98.6,81.2,9.2,102.4,100.7
Cc1nc2ccc(Cl)cc2c(-c2ccccc2)c1C(=O)N(C)C,93.8,0.0,100.3,95.5,102.3,-6.9,81.8,84.9
Cc1c(C(=O)Nc2ccccn2)oc2c(Cl)cccc12,105.3,0.0,65.5,95.8,113.6,6.5,62.2,93.2
O=C(NNC(=O)C(O)c1ccccc1)NC1CCCCC1 (stereo not drawn),95.7,2.0,99.6,92.7,99.1,5.4,96.6,95.8
Cc1ccc(C)c(S(=O)(=O)NCC(=O)Nc2ccc3c(c2)OCO3)c1,97.4,0.0,99.1,108.7,103.6,24.7,90.4,67.3
COc1ccccc1NS(=O)(=O)c1ccc(Cl)cc1,99.4,5.0,90.0,99.1,111.4,26.9,88.0,95.2
O=C(Nc1nnc(SCc2ccc(F)cc2)s1)C1CC(=O)N(c2ccc3c(c2)OCCO3)C1 (stereo not drawn),106.0,0.0,108.2,104.3,118.5,3.7,106.3,96.8
COc1ccc(Br)cc1CNC(=O)C1CCCN(S(=O)(=O)N2CC(C)CC(C)C2)C1 (stereo not drawn),101.7,3.0,105.2,104.2,127.3,0.9,103.9,99.7
O=c1nc2n(Cc3ccccc3)c3ccccc3cc-2c(=O)[nH]1,109.1,0.0,109.5,86.5,91.2,-6.9,106.8,105.3
Nc1cccc(-c2cnc3ccccc3n2)c1,106.0,1.0,105.2,102.7,101.6,-2.9,101.7,99.1
COCCn1c(SCC(=O)Nc2ccc(C(N)=O)cc2)nc2c([nH]c3ccccc32)c1=O,97.5,1.0,93.5,98.1,87.5,-6.0,94.3,89.0
Cc1cccc(C)c1NC(=O)c1cc2c(=O)c3ccccc3oc2nc1C(F)(F)F,92.5,0.0,100.7,97.0,107.2,7.1,95.7,89.1
C/C(=N\NC(=O)c1cccc(Br)c1)c1ccc(Br)cc1,98.0,0.0,95.7,100.9,106.3,4.0,102.1,102.9
O=C(c1ccccc1F)N1CCN(c2ccc([N+](=O)[O-])c(N3CCOCC3)c2)CC1,100.0,3.0,95.1,95.1,115.5,3.5,89.5,83.5
COc1ccccc1N1CCN(C2CCCN(C(=O)c3snnc3C)C2)CC1 (stereo not drawn),97.7,0.0,96.2,94.3,119.4,5.9,94.3,83.9
COc1ccc(C)cc1NC1=C(Cl)C(=O)N(C2CCCCC2)C1=O,100.0,0.0,106.2,106.8,105.8,-5.6,108.5,109.1
CCOc1ccc(OCCCCNCCN)cc1,115.9,0.0,100.9,102.0,99.0,-13.7,104.5,104.4
CCCCC(=O)NC(c1cccs1)c1cc(Cl)c2cccnc2c1O (stereo not drawn),102.7,0.0,99.8,96.3,123.2,-0.6,104.4,113.6
CCCCC1(C)NC(=S)N2N1C(=S)NC2(C)CCCC (stereo not drawn),95.1,0.0,92.3,101.0,102.9,1.4,99.3,109.2
Cc1sc2ncn(CC(=O)NCC3COc4ccccc4O3)c(=O)c2c1S(=O)(=O)N1CCOCC1 (stereo not drawn),107.3,1.0,106.3,95.1,97.9,8.1,102.8,115.8
CCOC(=O)c1c(C)[nH]c(C)c1S(=O)(=O)N(C)Cc1ccco1,103.3,0.0,108.0,102.9,98.1,0.0,104.7,99.9
COc1ccc(C(C)C)cc1S(=O)(=O)N1CCC(C(=O)N2CCN(C)CC2)CC1,104.8,7.0,106.9,106.2,100.2,-0.7,101.5,94.5
Cc1ccccc1CC1(CO)CCCN(C(=O)c2cc(Cl)ccc2F)C1 (stereo not drawn),107.6,4.0,97.2,98.4,103.9,-10.1,99.0,109.2
